Screening data as filed in PubChem.
MITF primary – blocks human microphthalmia-associated transcription factor. 650,000 tested, 0.91% active. O75030. AID 1259374. inhibition, % at 2.6 µM. AlphaScreen MITF homodimerization, bead proximity signal; in the data active = inhibition above about 50%;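 also: 0% = vehicle wells with protein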
Target sequence (O75030 whole entry, looked up): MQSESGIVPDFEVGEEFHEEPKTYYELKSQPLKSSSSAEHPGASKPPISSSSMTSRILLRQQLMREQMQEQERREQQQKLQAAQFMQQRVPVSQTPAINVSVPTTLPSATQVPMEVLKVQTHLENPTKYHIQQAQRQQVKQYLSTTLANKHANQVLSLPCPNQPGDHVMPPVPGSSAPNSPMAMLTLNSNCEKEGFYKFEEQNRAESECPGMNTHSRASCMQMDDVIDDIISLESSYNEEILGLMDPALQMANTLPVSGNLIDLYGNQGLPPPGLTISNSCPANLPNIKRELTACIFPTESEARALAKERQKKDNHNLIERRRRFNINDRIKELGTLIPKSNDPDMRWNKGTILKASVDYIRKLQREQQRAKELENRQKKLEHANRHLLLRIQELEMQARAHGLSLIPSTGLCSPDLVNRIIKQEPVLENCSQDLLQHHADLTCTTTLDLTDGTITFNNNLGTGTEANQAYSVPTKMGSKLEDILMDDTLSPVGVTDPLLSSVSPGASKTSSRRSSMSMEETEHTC
TEAD-YAP block – TEAD-YAP interaction inhibition. 640,000 tested, 1.4% active. inhibition, % at 9.12 µM. AID 1259422. HEK-TIYL cells, TEAD-Gal4/YAP UAS-luciferase luminescence; in the data active = inhibition above about 32%;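 also: 0% = median of test compound wells and 100% = reference inhibitor wells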
FBW7 activator – activators of human E3 ligase FBW7; Q969H0; AlphaScreen FBW7–phospho-cyclin E peptide binding, activator screen; normalized activity (activation), % at 26.1 µM; 650,000 tested, 0.13% active; in the data active = normalized activity above about 1.9%;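 also: purified mutant Fbw7 with reduced substrate affinity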
GPR151 ag – activates the human receptor GPR151 | PathHunter beta-arrestin GPR151 cells, luminescence | activation, % at 11.2 µM | 650,000 tested, 1% active | AID 1508602; in the data active = activation above about 4.9%;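 also: 0% = median of compound wells and 100% = cells with positive control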
Target sequence (Q8TDV0 whole entry, looked up): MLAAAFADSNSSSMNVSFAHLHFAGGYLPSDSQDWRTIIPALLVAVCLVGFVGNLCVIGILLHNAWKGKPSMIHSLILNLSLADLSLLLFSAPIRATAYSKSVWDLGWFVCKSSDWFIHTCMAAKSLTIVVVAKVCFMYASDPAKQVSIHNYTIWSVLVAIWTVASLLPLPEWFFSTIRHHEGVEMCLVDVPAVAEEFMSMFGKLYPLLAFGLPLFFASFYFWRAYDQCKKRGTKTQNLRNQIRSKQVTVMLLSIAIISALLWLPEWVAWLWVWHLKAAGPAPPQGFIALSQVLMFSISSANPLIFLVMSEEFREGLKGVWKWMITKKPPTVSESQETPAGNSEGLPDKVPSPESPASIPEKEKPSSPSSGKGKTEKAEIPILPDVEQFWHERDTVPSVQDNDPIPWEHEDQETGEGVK
The depositor's hits bear a star.

`CCN1C(=O)C(O)(c2c[nH]c3ccccc23)c2ccccc21` (centres undefined) gave MITF primary -3.5, TEAD-YAP block 0.4, FBW7 activator -0.1 and GPR151 ag -0.7.
For O=C(Nc1cccc(Br)c1)c1ccc(Cl)c([N+](=O)[O-])c1 the results were MITF primary 11.3, TEAD-YAP block 0.7, FBW7 activator 0.0 and GPR151 ag -0.7.
COc1cc(NC(=O)c2ccc3c(=O)n(-c4ccccc4)c(=S)[nH]c3c2)cc(OC)c1OC was read as MITF primary 6.3, TEAD-YAP block 15.6, FBW7 activator 0.4 and GPR151 ag -0.4.
Screening Cc1cc(N2CCOCC2)nc2ccc(NC(=O)c3cccc(F)c3)cc12 returned MITF primary 6.7, TEAD-YAP block -14.9, FBW7 activator 0.0 and GPR151 ag -1.3.
Screening C/C(=N\NC(=O)Cc1cccs1)c1ccc(Cl)c(Cl)c1 returned MITF primary 19.4, TEAD-YAP block -7.1, FBW7 activator 0.1 and GPR151 ag -2.6.
Screening COc1ccc(/C=C2\N=C(c3ccc(Br)cc3)OC2=O)cc1 returned MITF primary -1.3, TEAD-YAP block -0.7, FBW7 activator 0.1 and GPR151 ag -0.3.
Screening CCOc1ccc2c(c1)CC(c1nc3c(F)cc(-c4ccncc4)cc3[nH]1)CO2 (centres undefined) returned MITF primary 2.5, TEAD-YAP block -8.7, FBW7 activator 0.0 and GPR151 ag -0.3.
CC1=C(C(=O)N2CCCCC2)C(c2ccc(OC(F)(F)F)cc2)C2=C(CC(C)(C)CC2=O)N1 (centres undefined) was read as MITF primary 0.0, TEAD-YAP block 8.6, FBW7 activator 0.0 and GPR151 ag 1.7.
`C[C@@H](c1ccccc1)n1c(=O)[nH]c2ncc(-c3cccc(O)c3)nc21` gave MITF primary -16.9, TEAD-YAP block -11.0, FBW7 activator -0.4 and GPR151 ag 0.3.
Screening O=C(N/N=C\c1cccnc1)c1ccccc1O returned MITF primary 6.6, TEAD-YAP block -22.2, FBW7 activator 0.6 and GPR151 ag -1.4.
CCCCNc1nc2ccccc2n1CC(=O)Nc1ccc(C)cc1[N+](=O)[O-] was read as MITF primary 20.4, TEAD-YAP block -8.4, FBW7 activator 0.1 and GPR151 ag -0.7.
Screening O=C(Nc1cc(C(F)(F)F)ccc1Cl)c1cnc2n(c1=O)CCS2 returned MITF primary 5.0, TEAD-YAP block 4.8, FBW7 activator 0.4 and GPR151 ag -1.8.
Screening CCOC(=O)c1c(C)oc2c(Cl)cc(NS(=O)(=O)c3ccc4ccccc4c3)cc12 returned MITF primary 1.5, TEAD-YAP block -2.6, FBW7 activator -0.1 and GPR151 ag -0.3.
`COc1cc(/C=C(\C#N)C(=O)Nc2ccc3ccccc3c2)c([N+](=O)[O-])cc1OC` gave MITF primary -5.8, TEAD-YAP block -9.7, FBW7 activator -0.5 and GPR151 ag 0.7.
For Cc1cc(=O)[nH]c2nnc(SCC(=O)NC(C)C)n12 the results were MITF primary 12.7, TEAD-YAP block 4.3, FBW7 activator 0.0 and GPR151 ag -0.2.
`CC(C(=O)Nc1cccc2ccccc12)(C(F)(F)F)C(F)(F)F` gave MITF primary 13.3, TEAD-YAP block -0.1, FBW7 activator -0.1 and GPR151 ag -1.2.
CCc1ccc2[nH]c(=O)c(C(c3nnnn3C(C)(C)C)N3CCC(O)CC3)cc2c1 (centres undefined) was read as MITF primary -0.7, TEAD-YAP block -10.4, FBW7 activator -0.2 and GPR151 ag -1.1.
Screening COc1cc2c(C(=O)N3CCCC3)cn(CC(C)C)c(=O)c2cc1OC returned MITF primary 13.3, TEAD-YAP block -1.9, FBW7 activator 0.0 and GPR151 ag 0.4.
Screening Cc1cccn2c(=O)c(C=Nc3ccccc3)c(NCc3ccccc3)nc12 returned MITF primary 5.0, TEAD-YAP block 5.6, FBW7 activator 0.1 and GPR151 ag 1.7.
Screening CC1=C(C(=O)OCc2ccccc2)C(c2ccccc2F)C(C#N)=C(N)O1 (centres undefined) returned MITF primary 6.8, TEAD-YAP block -3.4, FBW7 activator -0.1 and GPR151 ag 1.9.
CC(C)C(=O)NC(C)c1nnc2n1CCN(Cc1cccc3ccccc13)CC2 (centres undefined) was read as MITF primary -1.5, TEAD-YAP block 1.1, FBW7 activator 0.0 and GPR151 ag 0.0.
For CCNc1c2c(nc3ccccc13)CC(C)(C)CC2=O the results were MITF primary 42.6, TEAD-YAP block 26.6, FBW7 activator -0.2 and GPR151 ag -0.5.
`COc1cccc(C(=O)Nn2c(C)nnc2-n2nc(C)cc2C)c1` gave MITF primary -18.5, TEAD-YAP block -1.9, FBW7 activator -0.3 and GPR151 ag -0.3.
For COc1ccc(-n2c(SCC(=O)N3CCCC3)nnc2-c2c[nH]c3ccccc23)cc1 the results were MITF primary 18.8, TEAD-YAP block -0.6, FBW7 activator 0.4 and GPR151 ag -1.2.
For N#C/C(=C\c1ccc(O)c(Br)c1)C(=O)NCc1ccccc1 the results were MITF primary 4.8, TEAD-YAP block -0.2, FBW7 activator 0.1 and GPR151 ag -0.6.
CCc1ccc(S(=O)(=O)NCCc2csc(C)n2)cc1 was read as MITF primary -0.2, TEAD-YAP block 3.0, FBW7 activator -0.2 and GPR151 ag 0.3.
`COc1c2occc2c(OC)c2c(=O)cc(C(F)F)oc12` gave MITF primary 18.6, TEAD-YAP block -6.3, FBW7 activator 1.0 and GPR151 ag 0.0.
`COC(=O)Cc1ccc(NC(=S)NCc2ccc3c(c2)OCO3)cc1` gave MITF primary 20.6, TEAD-YAP block -10.2, FBW7 activator 0.1 and GPR151 ag 0.8.
`Cc1cccn2c(NC(=O)c3ccc(Cl)cc3)c(-c3cccs3)nc12` gave MITF primary 20.6, TEAD-YAP block 1.9, FBW7 activator 0.1 and GPR151 ag 0.4.
For COc1cccc(/C=N/NC(=O)Cc2ccc([N+](=O)[O-])cc2)c1 the results were MITF primary 9.5, TEAD-YAP block -5.6, FBW7 activator -0.1 and GPR151 ag -0.1.
Screening CSc1nc2sc3c(c2c2nnc(C)n12)CCCC3 returned MITF primary 15.6, TEAD-YAP block -6.9, FBW7 activator 0.3 and GPR151 ag 0.0.
Screening CC1CCCCC1NC(=O)CN1CCN(Cc2ccccc2Cl)C1=O (centres undefined) returned MITF primary 2.4, TEAD-YAP block 8.2, FBW7 activator 0.0 and GPR151 ag 0.5.
CCCCNC(=O)c1ccc(N2CC3CC(C2)c2cccc(=O)n2C3)c(NS(=O)(=O)c2ccc(Cl)cc2)c1 (centres undefined) was read as MITF primary 3.5, TEAD-YAP block -6.4, FBW7 activator -1.5 and GPR151 ag 0.0.
For CC[C@H](C)[C@@H]1NC(=O)[C@@H]2C[C@H](NCc3ccc(C)cc3)CN2C1=O the results were MITF primary -0.4, TEAD-YAP block 0.0, FBW7 activator 0.0 and GPR151 ag 1.5.
`COc1ccc(NC(=O)CSc2nc3ccc(N)cc3s2)c([N+](=O)[O-])c1` gave MITF primary 24.1, TEAD-YAP block -15.3, FBW7 activator 0.1 and GPR151 ag -0.9.
CCCCN(CCCC)Cc1c(C)[nH]c2ccc(OC)cc2c1=O was read as MITF primary -0.3, TEAD-YAP block 5.7, FBW7 activator -0.1 and GPR151 ag -1.5.
Screening O=S(=O)(NC1CCCC1)c1cccc(S(=O)(=O)N2CCCCC2)c1 returned MITF primary 14.5, TEAD-YAP block 7.2, FBW7 activator -0.1 and GPR151 ag -0.6.
Cn1ncc2c(N3CCCCCC3)ncnc21 was read as MITF primary 5.5, TEAD-YAP block -3.1, FBW7 activator 0.8 and GPR151 ag -1.4.
CCCN(CCC)S(=O)(=O)c1ccc(C(=O)NCCOc2ccccc2Cl)cc1 was read as MITF primary 4.9, TEAD-YAP block 0.4, FBW7 activator -0.1 and GPR151 ag -1.3.
c1ccc2c(c1)ncn2Cc1nnc2sc(-c3ccncc3)nn12 was read as MITF primary 10.9, TEAD-YAP block -5.0, FBW7 activator -0.1 and GPR151 ag 0.0.
For COc1ccc(CN=c2oc3c(C)ncc(CO)c3cc2C(N)=O)cc1 the results were MITF primary 12.2, TEAD-YAP block 7.5, FBW7 activator -0.1 and GPR151 ag 1.1.
CC1CCCC(NC(=O)c2ccc3c(=O)n(-c4ccccc4)c(=S)[nH]c3c2)C1C (centres undefined) was read as MITF primary -17.0, TEAD-YAP block -11.9, FBW7 activator 0.0 and GPR151 ag 0.3.
`Cc1sc2ncn(CC(=O)NCC(=O)Nc3ccc(F)cc3)c(=O)c2c1C` gave MITF primary 9.1, TEAD-YAP block 1.1, FBW7 activator 0.0 and GPR151 ag -0.1.
For COc1ccc(OC)c(-c2cc(C(=O)Nc3ccc(C#N)cc3)no2)c1 the results were MITF primary 1.1, TEAD-YAP block -5.0, FBW7 activator -0.1 and GPR151 ag -0.6.
Screening Fc1ccccc1-c1nc(N2CCc3ccccc3C2)c2ccccc2n1 returned MITF primary -8.2, TEAD-YAP block 2.0, FBW7 activator -0.1 and GPR151 ag -0.5.
For Cc1ccc(N2CN(c3ccc(C)c(C)c3)CN(c3ccc(C)c(C)c3)C2)cc1C the results were MITF primary 2.4, TEAD-YAP block -4.2, FBW7 activator -0.2 and GPR151 ag -0.2.
`Cc1ccc(-n2nc3c(c2NC(=O)c2c(-c4ccccc4Cl)noc2C)CSC3)c(C)c1` gave MITF primary 9.8, TEAD-YAP block 2.7, FBW7 activator 0.1 and GPR151 ag 0.2.
Screening CCCCC1CCC(C(=O)Nc2c3c(nn2C(C)(C)C)CS(=O)C3)CC1 (centres undefined) returned MITF primary -9.4, TEAD-YAP block 7.1, FBW7 activator 0.2 and GPR151 ag 0.7.
`CCOC(=O)c1sc(NC(=O)C(CC)Sc2nc3ccccc3s2)nc1C` (centres undefined) gave MITF primary 2.4, TEAD-YAP block -1.3, FBW7 activator -0.1 and GPR151 ag -0.6.
For CC12CC(c3ccccc3O1)C(C(=O)N1CCN(C(=O)c3ccco3)CC1)C(=O)N2 (centres undefined) the results were MITF primary -3.6, TEAD-YAP block 11.0, FBW7 activator -0.1 and GPR151 ag 0.8.
`O=C(N/N=C/c1ccncc1)c1ccccc1F` gave MITF primary 18.0, TEAD-YAP block -43.1, FBW7 activator 0.2 and GPR151 ag -0.7.
Screening COC(=O)c1cccc(C(=O)Oc2ccc(OC)cc2)n1 returned MITF primary 4.4, TEAD-YAP block 5.2, FBW7 activator 0.0 and GPR151 ag 1.5.
CC(Nc1ccc(S(=O)(=O)N2CCCC2)cc1[N+](=O)[O-])c1cccc(F)c1 (centres undefined) was read as MITF primary 10.3, TEAD-YAP block 7.2, FBW7 activator -0.5 and GPR151 ag 2.9.
COc1cc(-c2nc(-c3ccccc3)c(-c3ccc(Sc4ccccc4)cc3)[nH]2)cc(OC)c1O was read as MITF primary -0.4, TEAD-YAP block 1.7, FBW7 activator -0.1 and GPR151 ag 0.3.
`CC1CN(c2nc3c(c(=O)[nH]2)CCN(C(=O)Cc2cccs2)C3)CC(C)O1` (centres undefined) gave MITF primary 5.4, TEAD-YAP block -3.8, FBW7 activator -0.1 and GPR151 ag -0.1.
`Cc1ccc(N2C(=O)CSC2c2cccc(Cl)c2Cl)cc1C` (centres undefined) gave MITF primary -11.2, TEAD-YAP block -20.3, FBW7 activator 0.0 and GPR151 ag -0.5.
COc1cccc(C(=O)NCCc2c(C)[nH]c3ccccc23)c1 was read as MITF primary 11.4, TEAD-YAP block -5.2, FBW7 activator -0.2 and GPR151 ag 0.4.
`Cn1c(=O)[nH]c(=O)c2c1nc(N1CCN(c3cccc(Cl)c3)CC1)n2Cc1ccccc1` gave MITF primary -14.5, TEAD-YAP block 1.0, FBW7 activator -0.1 and GPR151 ag 5.3*.
COc1cc2c(cc1OC)C(COc1ccc([N+](=O)[O-])cc1)N(C(=O)c1ccccc1F)CC2 (centres undefined) was read as MITF primary -1.5, TEAD-YAP block 9.2, FBW7 activator 0.2 and GPR151 ag 1.1.
`CC1CC(C)CN(S(=O)(=O)c2ccc(F)c(C(=O)Nc3c(F)cc(F)cc3Br)c2)C1` (centres undefined) gave MITF primary 14.8, TEAD-YAP block 7.6, FBW7 activator 0.2 and GPR151 ag -0.1.

A section from further up, as a working copy:
CC(Nc1ccc(S(=O)(=O)N2CCCC2)cc1[N+](=O)[O-])c1cccc(F)c1 (centres undefined) was read as MITF primary 10.3, TEAD-YAP block 7.2, FBW7 activator -0.5 and GPR151 ag 2.9.
COc1cc(-c2nc(-c3ccccc3)c(-c3ccc(Sc4ccccc4)cc3)[nH]2)cc(OC)c1O was read as MITF primary -0.4, TEAD-YAP block 1.7, FBW7 activator -0.1 and GPR151 ag 0.3.
`CC1CN(c2nc3c(c(=O)[nH]2)CCN(C(=O)Cc2cccs2)C3)CC(C)O1` (centres undefined) gave MITF primary 5.4, TEAD-YAP block -3.8, FBW7 activator -0.1 and GPR151 ag -0.1.
`Cc1ccc(N2C(=O)CSC2c2cccc(Cl)c2Cl)cc1C` (centres undefined) gave MITF primary -11.2, TEAD-YAP block -20.3, FBW7 activator 0.0 and GPR151 ag -0.5.
COc1cccc(C(=O)NCCc2c(C)[nH]c3ccccc23)c1 was read as MITF primary 11.4, TEAD-YAP block -5.2, FBW7 activator -0.2 and GPR151 ag 0.4.
`Cn1c(=O)[nH]c(=O)c2c1nc(N1CCN(c3cccc(Cl)c3)CC1)n2Cc1ccccc1` gave MITF primary -14.5, TEAD-YAP block 1.0, FBW7 activator -0.1 and GPR151 ag 5.3*.
COc1cc2c(cc1OC)C(COc1ccc([N+](=O)[O-])cc1)N(C(=O)c1ccccc1F)CC2 (centres undefined) was read as MITF primary -1.5, TEAD-YAP block 9.2, FBW7 activator 0.2 and GPR151 ag 1.1.
`CC1CC(C)CN(S(=O)(=O)c2ccc(F)c(C(=O)Nc3c(F)cc(F)cc3Br)c2)C1` (centres undefined) gave MITF primary 14.8, TEAD-YAP block 7.6, FBW7 activator 0.2 and GPR151 ag -0.1.
